# XiGFP reactiv: activators of X-chromosome reactivation in mouse fibroblasts | AID 743238 | XiGFP mouse fibroblasts, % GFP-positive cells imaging, 3 d; cells co-treated with 5-aza-dC sensitizer; scaled so ellipticine positive control = 100% | 360,000 compounds, 0.055% hits | activation, % at 7.58 µM;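 active means mean normalized replicate activation at least 10% and every replicate at or above 10%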;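 further: 0% = median of on-plate neutral control wells and 100% = ellipticine 6 µM median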
#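 System: XiGFP fibroblasts, SV40-immortalized. Medium: DMEM plus 5-aza-dC sensitizer. Doses: single point. Timing: 3 d treatment, 15 min room-temperature fixation. Control set: ellipticine 6 µM.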
# S100A4 MyoIIA: S100A4-myosin IIA interaction inhibition. P26447. S100A4/TAMRA-MyoIIA peptide fluorescence polarization. inhibition, % at 10.7 µM. AID 652163. 360,000 compounds, 0.14% hits;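 active means mean inhibition of at least 70% across replicates, with every replicate also reaching that level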
# Target sequence (P26447 whole entry, looked up): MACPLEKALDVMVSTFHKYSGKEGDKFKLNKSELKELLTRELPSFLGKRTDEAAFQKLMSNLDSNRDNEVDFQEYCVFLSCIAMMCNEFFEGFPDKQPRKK
#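 Material: S100A4 monomer protein / Buffer or medium: 50 mM HEPES pH 7.2, 10 mM CaCl2, 100 mM KCl / Times: 5 min incubation before reading / Benchmarks: neutral control DMSO, positive control TFP / Reagent: labelled myosin peptide probe, 5 nM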
# FN deposition inh: fibronectin deposition inhibition. AH1F fibroblasts, Alexa488-fibronectin deposition fluorescence, overnight. AID 743247. inhibition, % at 12.6 µM. 350,000 compounds, 0.086% hits;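 active means mean inhibition across replicates of 30% or more, regardless of how many single replicates reach that level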;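 further: positive control wells lacked labelled fibronectin entirely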
#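 Assay system: AH1F fibroblast monolayer, labelled fibronectin deposition. Amount: 10000 cells per well. Also added: labelled fibronectin 24 nM. Compound: single-point pinned compound. Incubation: cell attachment 1 h, compound and FN exposure overnight. Detection: fluorescence after three HBSS washes, excitation 485 nm, emission 525 nm. Read-out: inhibition of fibronectin deposition signal.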
# E-sel inducer: E-selectin induction on HUVECs | HUVEC E-selectin immunofluorescence imaging; normalized: neutral wells 0, TNF-alpha wells 100 | activation, % at 7.58 µM | 260,000 compounds, 0.37% hits | AID 686992;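 active means mean E-selectin-positive cell signal at least 10% of the positive control, reached in at least 60% of replicates, without over 20% cell loss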;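 further: in these data hits start at about 27%; measured in HUVEC primary endothelial cells; signal is the percent of cells scored E-selectin positive by PE staining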
#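 Material: HUVEC primary endothelial cells; Amount: 3,000 cells per well; Dosing: single concentration; Medium: EGM-2 growth medium on 0.1% gelatin-coated wells; Read-out basis: percent E-selectin-positive cells; Signal: immunofluorescence imaging; Control set: TNF-alpha, DMSO.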
# EWS-Fli inh: EWS/Fli transcriptional activity inhibition | A673 NR0B1-luciferase reporter, viability-normalised | inhibition, % at 12.6 µM | 350,000 compounds, 0.67% hits;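 active means mean inhibition of at least 50% after viability correction, with every replicate also passing that limit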;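 further: firefly luciferase signal divided by Alamar Blue viability fluorescence both relative to DMSO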
# RAD54 branch: blocks human RAD54 Holliday junction branch migration. AID 602329. FAM/BHQ fluorescence. Q92698. 360,000 compounds, 0.14% hits. inhibition, % at 10.4 µM;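 active means mean normalized replicate activity at least 40 and at least half of replicates scoring 40 or more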;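 further: 0% = median of neutral control wells and 100% = median of positive control wells; inhibitors cause a drop in the FAM fluorescence signal; in these data hits start at about 50%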
# RAD52 inh: blocks human RAD52 DNA annealing; P43351; AID 651710; 360,000 compounds, 0.46% hits; inhibition, % at 18.7 µM; recombinant RAD52 DNA annealing, FRET fluorescence;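 active means every replicate showing at least 50% inhibition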
# Target sequence (P43351 whole entry, looked up): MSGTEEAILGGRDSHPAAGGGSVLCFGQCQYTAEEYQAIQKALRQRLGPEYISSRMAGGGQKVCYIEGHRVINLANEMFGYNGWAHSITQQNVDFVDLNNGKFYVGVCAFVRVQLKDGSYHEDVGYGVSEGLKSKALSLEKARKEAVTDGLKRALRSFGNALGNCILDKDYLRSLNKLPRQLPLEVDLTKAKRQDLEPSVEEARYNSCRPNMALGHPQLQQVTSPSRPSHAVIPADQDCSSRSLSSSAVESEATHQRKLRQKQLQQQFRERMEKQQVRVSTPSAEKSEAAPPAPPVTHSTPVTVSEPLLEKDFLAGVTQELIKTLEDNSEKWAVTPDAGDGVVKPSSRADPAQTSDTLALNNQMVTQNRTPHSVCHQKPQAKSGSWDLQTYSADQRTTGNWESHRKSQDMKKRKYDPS
# esBAF inh: blocks esBAF chromatin remodeling in mouse ES cells | Bmi1-luciferase knock-in reporter, 24 h; 100% = twice the neutral-well signal | reporter increase, % at 12.5 µM | 350,000 compounds, 2% hits; in the data active means activation above about 40%;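 further: 0% = median of the plate's neutral control wells and 100% = double that signal; a rise in the Bmi1 reporter signal indicates esBAF inhibition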
# * hit, by the source's call; . = not tested or not shown.
SMILES,XiGFP reactiv,S100A4 MyoIIA,FN deposition inh,E-sel inducer,EWS-Fli inh,RAD54 branch,RAD52 inh,esBAF inh
COc1ccc(CN(N=O)C2CC(=O)N(c3ccc(OC)cc3)C2=O)cc1 (stereo unspecified),0.1,1,-1,1.2,-5,2,-1,-7
Cc1ccc(S(=O)(=O)N2CCOCC2)cc1C(=O)N1CCN(c2ccc(C(F)(F)F)cn2)CC1,0.0,-2,-5,0.2,-7,2,-5,10
C/C=C(\C)CN1CCC(n2nccc2NC(=O)CCc2ccccc2)CC1,0.2,-9,3,-0.3,10,1,-65,-3
CCN(CC)c1ccc(NS(=O)(=O)c2cn(C)c(=O)n(C)c2=O)c(C)c1,0.0,-4,3,-0.1,8,-3,-3,-2
CN1CCN(C(CNC(=O)Nc2ccc(Cl)cc2)c2ccc(F)cc2)CC1 (stereo unspecified),0.0,2,5,.,-9,0,2,16
O=C(N/N=C\c1c(O)ccc2ccccc12)c1ccc(O)cc1,0.3,0,10,0.6,-13,-3,-19,-63
Nc1nc(-c2ccco2)nn1C(=O)c1ccccc1Cl,0.4,-6,.,7.1,-3,.,-27,.
COc1cnn(-c2cccc(C)c2)c(=O)c1Cl,0.2,-2,1,0.3,-24,-4,8,15
Cc1cc(C)cc(C(O)c2ncc(-c3cccc(F)c3)[nH]2)c1 (stereo unspecified),0.1,-2,2,0.0,0,-5,-16,0
CC1CCc2sc3ncnc(N4CCN(C)CC4)c3c2C1 (stereo unspecified),0.0,-3,6,0.4,10,18,-14,-5
COc1ccc(CC(=O)Nc2cc(S(=O)(=O)N3CCOCC3)ccc2N2CCOCC2)cc1,0.2,-3,-2,6.0,1,.,-3,.
C/C(=N\NC(=O)COc1ccc(C(C)(C)C)cc1)c1ccc(-n2ccnc2)cc1,0.4,.,-4,.,.,-4,.,48*
COc1cccc(/C=N/n2nnnc2N)c1OCC#N,0.1,4,-3,0.0,-3,.,-5,.
CC1(C)CC2(CCCN(C(=S)Nc3ccccc3)C2)CCO1 (stereo unspecified),-0.1,2,-2,.,-6,.,-12,.
COc1ccc(NC(=O)CN2CCOCC2)cc1S(=O)(=O)N1CCCCC1,0.0,-3,1,-0.8,2,15,-3,-3
CCNC(=O)Nc1ccc2c(c1)C(=O)N(C)[C@H]1CC[C@@H](CC(=O)NC3CCCCC3)O[C@H]1CO2,0.1,1,-10,0.1,-3,-7,-3,-2
C[C@@H]1CN([C@H](C)CO)C(=O)c2cc(NC(=O)Nc3ccc(C(F)(F)F)cc3)ccc2O[C@@H]1CN(C)CC1CCCCC1,0.0,2,1,0.2,9,6,-3,-1
COc1ccc(NC(=O)N(C)C[C@H]2Oc3c(cccc3N(C)C)C(=O)N([C@@H](C)CO)C[C@H]2C)cc1,-1.1,7,.,.,-9,-1,-8,-3
O=C(COC(=O)CCCC1=NS(=O)(=O)c2ccccc2N1)Nc1ccc(Br)cc1,0.0,-1,-5,.,2,6,-5,-7
CO[C@H]1CN(C)C(=O)c2cc(NC(=O)Cc3ccccc3)ccc2OC[C@@H](C)NC[C@@H]1C,-0.4,-2,-8,0.1,-1,-1,-25,-1

# Profiles, looked up by structure. Order of screens: XiGFP reactiv, S100A4 MyoIIA, FN deposition inh, E-sel inducer, EWS-Fli inh, RAD54 branch, RAD52 inh, esBAF inh
# CC1CCc2sc3ncnc(N4CCN(C)CC4)c3c2C1 (stereo unspecified) in the list: 0.0, -3, 6, 0.4, 10, 18, -14, -5
# O=C(COC(=O)CCCC1=NS(=O)(=O)c2ccccc2N1)Nc1ccc(Br)cc1 in the list: 0.0, -1, -5, ., 2, 6, -5, -7

# (next part)
SMILES,XiGFP reactiv,S100A4 MyoIIA,FN deposition inh,E-sel inducer,EWS-Fli inh,RAD54 branch,RAD52 inh,esBAF inh
C[C@H]1CN([C@@H](C)CO)S(=O)(=O)c2ccc(-c3ccc(F)cc3)cc2O[C@H]1CN(C)C(=O)C1CCOCC1,-0.2,0,-8,0.9,1,-3,-13,-2
CN1C(C(=O)Nc2cccc(O)c2)=CC(c2ccco2)=NS1(=O)=O,0.1,-5,-2,0.0,-5,-4,-6,12
Cc1noc(C)c1NC(=O)N(C)C[C@@H]1Oc2ccc(NC(=O)Cn3cnnn3)cc2C(=O)N([C@@H](C)CO)C[C@H]1C,0.0,-27,.,-5.2,-1,5,-39,0
CCNC(=O)C[C@H]1CC[C@H]2[C@@H](COC[C@@H](O)CN2C(=O)c2ccccn2)O1,0.4,.,-5,0.1,7,0,.,-4
CCOCCn1[nH]c2ccccc2c1=O,-0.3,65,2,-0.1,-12,-2,-5,0
CCn1nc(C)c(/C=N/NC(=S)Nc2ccc(Cl)cc2Cl)c1C,-0.1,.,12,0.1,.,0,.,30
CCn1ccc(C(=O)NC2CCCC2)n1,-0.1,0,3,-0.8,-3,0,4,-1
CN(C)C(=O)C[C@@H]1CC[C@@H]2[C@@H](COc3ccc(NC(=O)Nc4cccc(Cl)c4)cc3C(=O)N2C)O1,0.2,0,-9,0.2,-2,2,-14,2
N#C/C(=C\c1c(N2CCN(c3ccccc3)CC2)nc2ccccn2c1=O)S(=O)(=O)c1ccccc1,0.8,4,-4,0.0,.,-4,-50,0
CCS(=O)(=O)Nc1ccc2c(c1)C(=O)N(C)C[C@H](OC)[C@@H](C)CN(Cc1ccccn1)[C@@H](C)CO2,0.0,-2,-6,-0.2,7,-8,-5,-4
COC(=O)Cc1c(O)ccn(Cc2cccc(C(F)(F)F)c2)c1=O,0.8,-5,-5,0.4,-1,5,-9,11
Cc1cc(C)cc(N(CC(=O)NCc2ccccc2)C(=O)CCC(=O)Nc2ccccn2)c1,0.2,-38,-41,.,13,12,-14,1
COC(=O)C[C@@H]1CC[C@H]2[C@H](COc3ccc(NC(=O)c4cccc(F)c4)cc3C(=O)N2C)O1,0.1,0,4,0.0,-5,-13,2,3
CCCn1c(SCC(=O)Nc2ccccc2OC)nnc1-c1ccco1,0.1,-2,7,0.1,34,-10,-10,-10
CCOC(=O)c1c(C)c(-c2ccccc2)n(CC(=O)N2CCN(C)CC2)c1C,0.1,-3,5,0.0,1,-10,-8,-1
Cc1cc(S(=O)(=O)N(Cc2ccccn2)Cc2ccco2)ccc1-n1cnnn1,.,-8,.,.,3,-5,-10,-5
Cc1ccccc1Cn1c(=O)n(-c2ccccc2)c(=O)c2ccc(C(=O)NCc3ccco3)cc21,0.0,-5,-2,.,-4,1,-20,-3
C/C=C/c1ccc2c(c1)O[C@H](CN(C)Cc1ccccn1)[C@@H](C)CN([C@@H](C)CO)S2(=O)=O,0.0,-13,.,-0.2,5,-14,-3,-1
COc1ccc(C(=O)N2CCN(C)C(C)C2)cc1OC1CCN(C(C)=O)CC1 (stereo unspecified),-0.1,2,3,-0.6,4,8,-11,-4
COc1cccc(N2CC(C(=O)NNC(=O)c3ccc(Cl)cc3)CC2=O)c1 (stereo unspecified),0.2,0,-1,-1.4,-12,10,-5,-3
CO[C@H]1CN(C)C(=O)c2ccc(NS(C)(=O)=O)cc2OC[C@H](C)N(C(=O)C2CC2)C[C@H]1C,-0.4,0,-2,0.1,-2,-2,-3,0
COc1ccc(-c2[nH]ncc2CN(C)C(C)c2ccon2)c(OC)c1 (stereo unspecified),-0.2,-1,-13,-0.2,1,-3,-12,1
C[C@H]1CN([C@@H](C)CO)C(=O)c2cccc(NC(=O)C3CC3)c2O[C@@H]1CN(C)Cc1ccc(Cl)c(Cl)c1,0.2,-6,.,-0.2,2,-3,-3,-2
O=C(Nc1cc(Cl)ccc1Cl)P(=O)(O)c1ccccc1,0.3,2,-9,0.0,7,-3,-8,-1
COc1ccc(N2C(=O)c3ccccc3NC(=O)C2C(=O)NCc2ccco2)cc1 (stereo unspecified),-0.1,-4,10,0.4,-7,.,-1,.
C/C(CCc1ccc2c(c1)OCO2)=N\NC(=O)c1ccc(C)cc1C,0.2,-2,2,.,-41,.,-17,.
Cc1nc2ncccn2c1-c1csc(Nc2ccc(S(N)(=O)=O)cc2)n1,-0.1,2,1,.,-2,27,-14,5
COc1ccc(CNC(=O)c2c(N)[nH]c(C(=O)c3ccccc3)c2-c2ccc3ccccc3c2)cc1OC,0.1,-2,14,0.1,-7,.,2,.
CN(C)C(CNC(=O)C1CCN(S(=O)(=O)c2ccccc2)CC1)c1ccccc1 (stereo unspecified),-0.1,0,-4,-0.4,5,7,4,-7
CSCC[C@H]1COC[C@@H](Cc2ccccc2)N1c1ccccc1,0.4,-3,2,-0.1,-5,7,-4,-1
COc1ccc(C)cc1NC(=O)CCNS(=O)(=O)c1ccc2c(c1)CC(C)N2C(C)=O (stereo unspecified),0.2,2,4,.,4,-11,-4,2
CCNC(=O)[C@@H]1[C@@H](CO)[C@@H]2Cn3c(ccc(C4=CCCC4)c3=O)[C@H]1N2Cc1ccccc1,0.5,-22,.,0.3,-1,3,-22,-1
COc1ccc(Br)cc1CNC(=O)CCC(=O)n1nc(C)c2ccccc21,0.0,4,1,.,.,-10,-8,-2
CCCn1cc(S(=O)(=O)c2ccc(C)cc2)c(=O)c2cc(OC)c(OC)cc21,0.0,2,-23,.,.,-19,-7,10
COc1ccc(-n2cc(CNCC3CC(=O)N(C4CC4)C3)c(-c3ccccc3Cl)n2)cc1 (stereo unspecified),0.0,-2,9,.,2,.,-20,.
Cc1noc(C)c1NC(=O)N(C)C[C@H]1Oc2ccc(NS(=O)(=O)c3cn(C)cn3)cc2CC(=O)N([C@@H](C)CO)C[C@@H]1C,-1.0,8,-12,.,-8,3,4,-1

# In the list so far, these have a furan ring, fused or not.
SMILES,XiGFP reactiv,S100A4 MyoIIA,FN deposition inh,E-sel inducer,EWS-Fli inh,RAD54 branch,RAD52 inh,esBAF inh
Nc1nc(-c2ccco2)nn1C(=O)c1ccccc1Cl,0.4,-6,.,7.1,-3,.,-27,.
CN1C(C(=O)Nc2cccc(O)c2)=CC(c2ccco2)=NS1(=O)=O,0.1,-5,-2,0.0,-5,-4,-6,12
CCCn1c(SCC(=O)Nc2ccccc2OC)nnc1-c1ccco1,0.1,-2,7,0.1,34,-10,-10,-10
Cc1cc(S(=O)(=O)N(Cc2ccccn2)Cc2ccco2)ccc1-n1cnnn1,.,-8,.,.,3,-5,-10,-5
Cc1ccccc1Cn1c(=O)n(-c2ccccc2)c(=O)c2ccc(C(=O)NCc3ccco3)cc21,0.0,-5,-2,.,-4,1,-20,-3
COc1ccc(N2C(=O)c3ccccc3NC(=O)C2C(=O)NCc2ccco2)cc1 (stereo unspecified),-0.1,-4,10,0.4,-7,.,-1,.

# From PubChem

# Rows were taken by chance; overall some 3% were active at least once.
